Assay outcomes deposited in PubChem by several laboratories.
SRC3 inh: inhibitors of human steroid receptor coactivator 3 (SRC3); Q9Y6Q9; HEK293 GAL4-SRC3 luciferase reporter, luminescence; inhibition, % at 3.6 µM; 0.17% of 360,000 active;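 active = inhibition above a per-campaign cutoff, the mean of all compounds plus 3 SD, cut at about 60% in these data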;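 note: 0% = DMSO-treated cells and 100% = gossypol-treated cells at 36 µM; higher means less SRC3-driven luciferase light from the GAL4 reporter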
LMP1 NFkB inh: inhibitors of Epstein-Barr LMP1-induced NF-kappaB reporter; LMP1-induced NF-kappaB luciferase reporter cells, luminescence; inhibition, % at 12.5 µM; 0.69% of 350,000 active; in the data active = inhibition above about 41%;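 note: 0% = neutral control wells and 100% = reference inhibitor control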
KKLEB tox: reduces viability of KKLEB cystic fibrosis airway cells; 0.36% of 360,000 active; activity change (cytotoxicity), % at 5 µM; AID 602141; KKLEB CF airway cells viability, ATPlite luminescence, overnight; hits give low values; cells stimulated with P. aeruginosa culture filtrate;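 active = corrected activity change at or below -50% at 5 µM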
C8 TRAIL sens: caspase-8 TRAIL sensitization. NB7+C8 cells + TRAIL, ATPlite viability luminescence. 1% of 360,000 active. AID 624354. inhibition (viability loss, TRAIL sensitization), % at 10 µM;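 active = compounds causing at least 50% loss of cell viability in the single-dose screen, relative to plate controls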
NCOA2 inhibitor: inhibits human steroid receptor coactivator 2; Q15596; HEK293 GAL4-SRC2 luciferase reporter, luminescence; inhibition, % at 9 µM; 0.17% of 370,000 active; AID 651957;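 active = inhibition above the mean inhibition of all tested compounds plus 3 SD, set per campaign, cut at about 52% in these data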;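 note: 0% = DMSO treated cells and 100% = cells given Gossypol at 36 µM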
CF NFkB block: cystic fibrosis NF-kB activation inhibition. KKLEB NF-kB-GFP reporter, PAF-induced, GFP fluorescence overnight. inhibition, % at 5 µM. 0.86% of 360,000 active;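 active = at least 50% inhibition at 5 µM, scaled per plate between neutral and stimulator controls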;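 note: PAF is a Pseudomonas aeruginosa culture filtrate used as stimulus; plate controls were PAF-stimulated DMSO wells for no effect and unstimulated DMSO wells for full effect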
TROY NFkB inh: blocks TROY-dependent signaling in reporter cells; Q293 LMP1-TROYcd NF-kB luciferase reporter, 4 h; inhibition, % at 10 µM; 0.98% of 360,000 active; AID 1347056;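 active = compounds whose plate-normalised and pattern-corrected inhibition of the luciferase reporter signal at the single screening dose is 50% or more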
COUP-TFII inh: inhibitors of human COUP-TFII (NR2F2); AID 686940; P24468; 0.7% of 370,000 active; HEK293T NGFI-A luciferase reporter, luminescence; inhibition, % at 8.6 µM;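 active = inhibition above a per-plate cutoff, mean inhibition of test wells between control levels plus 3 SD, cut at about 38% in these data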;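 note: cells cotransfected with COUP-TFII expression vector driving the NGFI-A reporter; 0% = median of COUP-TF2 test wells and 100% = reporter-only cells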
Target sequence (P24468 whole entry, looked up): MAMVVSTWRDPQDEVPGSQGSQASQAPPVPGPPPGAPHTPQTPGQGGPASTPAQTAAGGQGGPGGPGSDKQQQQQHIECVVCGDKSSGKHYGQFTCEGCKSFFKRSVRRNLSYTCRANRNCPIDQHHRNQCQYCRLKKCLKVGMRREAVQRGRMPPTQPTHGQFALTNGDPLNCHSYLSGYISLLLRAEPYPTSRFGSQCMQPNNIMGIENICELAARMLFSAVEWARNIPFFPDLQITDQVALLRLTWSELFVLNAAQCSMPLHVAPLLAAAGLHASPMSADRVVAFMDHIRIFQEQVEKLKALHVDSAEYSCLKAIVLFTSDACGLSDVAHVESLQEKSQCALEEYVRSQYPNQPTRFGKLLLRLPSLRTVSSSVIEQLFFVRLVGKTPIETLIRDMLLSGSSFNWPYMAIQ
SRC1 inh: inhibits human SRC1 coactivator; HEK293 GAL4-SRC1 luciferase reporter, luminescence; inhibition, % at 3.6 µM; 0.12% of 360,000 active; AID 588354;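 active = inhibition above the campaign mean plus 3 SD, with each screening campaign given its own cutoff, cut at about 60% in these data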;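 note: 0% = DMSO treated cells and 100% = gossypol at 36 µM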
TWEAK-Fn14 inh: blocks TWEAK-Fn14 interaction in a reporter cell assay; TWEAK-stimulated Fn14 reporter cells, luciferase luminescence, 8 h; inhibition, % at 10 µM; 2% of 360,000 active; in the data active = inhibition above about 50%
NR5A2 inv ag: NR5A2 inverse agonism in reporter assay. O00482. HEK293T StAR-luciferase reporter, LRH-1 transfected, 24 h. inhibition, % at 3.6 µM. 0.13% of 360,000 active. AID 602396;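 active = inhibition above the mean inhibition of all tested compounds plus 3 SD, cut at about 73% in these data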;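 note: 0% = DMSO wells and 100% = reporter-only cells lacking LRH-1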
Target sequence (O00482 whole entry, looked up): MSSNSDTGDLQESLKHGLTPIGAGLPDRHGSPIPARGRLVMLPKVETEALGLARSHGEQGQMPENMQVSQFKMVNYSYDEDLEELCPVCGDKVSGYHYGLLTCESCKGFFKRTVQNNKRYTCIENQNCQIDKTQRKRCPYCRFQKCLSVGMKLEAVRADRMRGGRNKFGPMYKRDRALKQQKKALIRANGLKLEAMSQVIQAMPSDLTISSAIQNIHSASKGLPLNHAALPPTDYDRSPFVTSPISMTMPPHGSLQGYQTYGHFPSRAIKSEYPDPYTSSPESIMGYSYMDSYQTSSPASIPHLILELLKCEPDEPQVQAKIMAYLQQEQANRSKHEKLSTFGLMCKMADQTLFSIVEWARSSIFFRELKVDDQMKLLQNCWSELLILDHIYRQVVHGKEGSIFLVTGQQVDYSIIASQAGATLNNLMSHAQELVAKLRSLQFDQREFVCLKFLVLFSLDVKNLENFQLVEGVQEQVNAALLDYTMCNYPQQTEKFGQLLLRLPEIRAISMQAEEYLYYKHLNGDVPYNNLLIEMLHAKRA
An asterisk follows results filed as active; . = not tested or not shown.

cpd	mol	SRC3 inh	LMP1 NFkB inh	KKLEB tox	C8 TRAIL sens	NCOA2 inhibitor	CF NFkB block
1	Cc1nn(CCC(=O)NCc2ccc(OC(C)C)cc2)c(=O)c2nn(-c3ccccc3)c(C)c12	-15	1	5	6	5	-5
2	O=C(Nc1ncn[nH]1)c1cc(S(=O)(=O)Nc2cccc(C(F)(F)F)c2)ccc1Cl	11	-6	16	10	4	-4
3	Cc1ccc(N/C(CSC(N)=O)=N/S(=O)(=O)c2ccccc2)cc1	6	5	-11	7	-63	15
4	CCOC(=O)c1c(C)[nH]c(C(=O)CN2CCOCC2)c1C	-15	-5	-8	1	-28	-2
5	COc1ccc2oc(N)c(C=O)c(=O)c2c1	19	-5	14	-14	-29	-5
6	CCOC(=O)N1CCN(C(=O)CNC(=O)c2ccc(Br)cc2)CC1	-1	3	-6	-2	2	-4
7	CNC(=O)c1cccc(NC(=O)C(C)c2ccc3cc(OC)ccc3c2)c1 (centres undefined)	-11	5	-5	12	-46	-56
8	C[C@H]1COC(=O)[C@H](Cc2ccc(F)cc2)C/C=C\C[C@H](CC(=O)NCCO)C(=O)N1	-12	2	-18	17	-9	-2

cpd	TROY NFkB inh	COUP-TFII inh	SRC1 inh	TWEAK-Fn14 inh	NR5A2 inv ag
1	3	9	13	13	5
2	-9	-4	-2	6	0
3	0	16	-27	-6	2
4	-10	-6	1	8	32
5	-28	-14	14	-13	-12
6	1	14	-2	-6	-2
7	-4	-22	12	10	11
8	-9	0	12	4	-1

Later entries.
cpd	mol	SRC3 inh	LMP1 NFkB inh	KKLEB tox	C8 TRAIL sens	NCOA2 inhibitor	CF NFkB block
9	NC(=S)NNc1c(F)c(F)c(F)c(F)c1F	16	1	2	-3	-16	2
10	CCOc1ccc(CC(=O)N2N=C(C)CC2(O)C(F)(F)F)cc1 (centres undefined)	12	3	-14	0	1	9
11	CCCC(=O)N/C(N)=N/c1nc(C)c2ccccc2n1	11	-9	-7	14	4	5
12	N#C/C=C(/N)c1ccc(Br)cc1	19	-19	4	-1	4	0
13	COCc1cc(C)nc2sc(C(=O)NN)c(-n3cccc3)c12	10	-8	1	3	11	4
14	CCC(c1nnc(SCC(=O)Nc2cccnc2Cl)n1-c1ccccc1)N(C)C (centres undefined)	6	-1	-10	9	-14	3
15	CCN(CC)C(=O)CSc1nnc(CNc2ccc(F)cc2)o1	-16	5	3	0	-10	5
16	CNC(=O)CSc1nnc(-c2ccccc2)n1C	2	-6	2	4	-5	7

cpd	TROY NFkB inh	COUP-TFII inh	SRC1 inh	TWEAK-Fn14 inh	NR5A2 inv ag
9	2	12	-1	18	-2
10	6	-2	0	-3	29
11	3	4	-8	11	0
12	-17	-15	5	-15	-15
13	6	-8	0	-26	0
14	-11	7	-17	-13	-22
15	11	-5	4	-6	8
16	3	5	-6	-2	-1

Record cards, from the list above. Values in the order: SRC3 inh, LMP1 NFkB inh, KKLEB tox, C8 TRAIL sens, NCOA2 inhibitor, CF NFkB block, TROY NFkB inh, COUP-TFII inh, SRC1 inh, TWEAK-Fn14 inh, NR5A2 inv ag
Listed for C[C@H]1COC(=O)[C@H](Cc2ccc(F)cc2)C/C=C\C[C@H](CC(=O)NCCO)C(=O)N1 → -12, 2, -18, 17, -9, -2, -9, 0, 12, 4, -1
Listed for CCOc1ccc(CC(=O)N2N=C(C)CC2(O)C(F)(F)F)cc1 (centres undefined) → 12, 3, -14, 0, 1, 9, 6, -2, 0, -3, 29

(further entries)
cpd	mol	SRC3 inh	LMP1 NFkB inh	KKLEB tox	C8 TRAIL sens	NCOA2 inhibitor	CF NFkB block
17	Cc1ccccc1NC(c1cccc(Cl)c1)c1nnnn1C1CCCCC1 (centres undefined)	12	-2	-17	9	-22	-14
18	COc1ccc(-c2[nH]c(-c3ccc(C)cc3)nc2SCC(=O)NC2CCCC2)cc1	-6	-14	-21	18	-25	-5
19	CSCCC(NC(=O)c1ccccc1Br)C(=O)NNC(=O)c1cc(C)oc1C (centres undefined)	11	-5	-9	-3	9	-3
20	CNC(=S)N1CCc2cc(OC)c(OC)cc2C1COc1ccc(OC)cc1 (centres undefined)	17	7	-4	-21	3	-6
21	CS(=O)(=O)N1CCC(C(=O)Nc2cccc([N+](=O)[O-])c2)CC1	10	-5	9	-10	6	6
22	C=CCn1c(N)c(-c2nc3ccccc3n2C)sc1=S	-14	24	10	-7	-14	-30
23	O=C(Nc1cccc(-c2cn3ccccc3n2)c1)c1cc2ccccc2oc1=O	-47	-97	-7	27	-44	4
24	Cn1cnnc1SCC(=O)NCCC1=CCCCC1	9	-8	20	-12	4	-30

cpd	TROY NFkB inh	COUP-TFII inh	SRC1 inh	TWEAK-Fn14 inh	NR5A2 inv ag
17	-6	11	3	7	-34
18	-4	5	2	15	-14
19	11	3	-15	8	0
20	-2	-14	-13	-19	-22
21	7	-7	2	1	-1
22	-17	2	-33	-21	7
23	-35	-29	-55	37	-133
24	2	5	-6	11	7

Further records:
cpd	mol	SRC3 inh	LMP1 NFkB inh	KKLEB tox	C8 TRAIL sens	NCOA2 inhibitor	CF NFkB block
25	O=C(CSc1nnc(-c2ccncc2)n1Cc1ccco1)Nc1nc(-c2ccccc2)cs1	14	0	-55*	30	10	43
26	O=C1CCCC(O)=C1C1NCCc2ccccc21 (centres undefined)	-1	6	-4	-10	18	7
27	Nn1c(COc2ccccc2F)nnc1SCC(=O)NC1CCCC1	2	-13	17	3	4	1
28	CC1CC1C(=O)Nc1nc(-c2cccs2)c(-c2cccs2)s1 (centres undefined)	7	-4	-2	-3	24	3
29	CCOc1ccc(S(=O)(=O)NCCC(=O)NCCCSc2ccccc2)cc1	-3	7	0	-5	17	3
30	CC1Nc2ncnc(N3CCc4ccccc4C3)c2N(Cc2ccc(Cl)cc2)C1=O (centres undefined)	9	-6	-2	-8	.	25
31	Clc1ccc(Cl)c(OCc2cc(-c3ccccc3Cl)on2)c1	1	-43	-10	0	5	17
32	CCN(CC)S(=O)(=O)c1cccc(-c2n[nH]c(=S)n2C)c1	6	-4	10	1	-5	-1

cpd	TROY NFkB inh	COUP-TFII inh	SRC1 inh	TWEAK-Fn14 inh	NR5A2 inv ag
25	9	-8	-9	28	-1
26	21	-1	-22	3	9
27	7	17	3	-2	29
28	-30	13	-21	-3	-16
29	1	-7	-1	3	8
30	-9	.	-3	-12	2
31	-8	-9	-3	-38	4
32	-4	-16	-4	-22	-4

The listing continues.
cpd	mol	SRC3 inh	LMP1 NFkB inh	KKLEB tox	C8 TRAIL sens	NCOA2 inhibitor	CF NFkB block
33	Cc1c(CC(=O)NCCCO)c(=O)oc2cc3c(cc12)CCC(C)(C)O3	-12	-5	-2	-1	-1	-21
34	Cc1ccc(S(=O)(=O)NCCc2ccccc2)cc1	5	-1	-3	3	-1	19
35	COc1ccc(S(=O)(=O)N2CCCCCC2)cc1NC(=O)CN1C(=O)NC(C)(c2ccc(C)cc2)C1=O (centres undefined)	-2	1	-8	2	-6	20
36	Cc1[nH]nc(NCCO)c1[N+](=O)[O-]	2	6	7	-5	-14	2
37	Cc1nn(C)c(C)c1CNC(=O)c1nn2c(c1Cl)NC(c1cccs1)CC2C(F)(F)F (centres undefined)	12	27	4	6	9	-23
38	CN(C)CC(=O)c1c(N)n(Cc2ccccc2)c(=O)n(C)c1=O	1	-2	-5	1	-10	16
39	CCOC(=O)c1cc(-c2ccccc2C)n(CC2CC(c3cccc([N+](=O)[O-])c3)=NO2)n1 (centres undefined)	8	-9	-9	-3	26	23
40	Cc1cc(C)c(OCC(=O)OC(C)C(=O)NC2CC2)c(C)c1 (centres undefined)	-2	-2	2	-13	12	-7

cpd	TROY NFkB inh	COUP-TFII inh	SRC1 inh	TWEAK-Fn14 inh	NR5A2 inv ag
33	-3	-26	-65	1	-14
34	-6	-3	4	-14	14
35	21	4	1	18	1
36	-1	12	-24	10	12
37	32	40*	7	26	19
38	-14	6	-10	-23	-18
39	-7	5	-37	-1	-4
40	13	-7	-5	12	28

Continued.
cpd	mol	SRC3 inh	LMP1 NFkB inh	KKLEB tox	C8 TRAIL sens	NCOA2 inhibitor	CF NFkB block
41	COc1ccc(C)cc1NS(=O)(=O)c1ccc(Cl)nc1	26	2	-8	-1	-2	15
42	CCOC(=O)C1(C)CCCN1C(=O)c1ccc(Cl)nc1 (centres undefined)	1	.	6	1	-30	-2
43	Cn1c(=O)oc2cc(S(=O)(=O)NCCC(=O)NC3CCCc4ccccc43)ccc21 (centres undefined)	-1	-1	1	-8	-4	7
44	COc1ccc2c(c1)C1NC(=S)NC(C)(O2)C1C(=O)Nc1ccc(C)cc1C (centres undefined)	18	14	1	25	-7	-6
45	O=C(Nc1ccccc1)c1ccc(-c2ccc(Br)cc2)o1	-38	-41	4	18	-35	-24
46	O=C(CCC(=O)Nc1ccc(Oc2ccccc2)cc1)NCCO	-2	-11	0	-16	-9	-5
47	CN(C(=O)c1cccc(NC(=O)Cc2ccc(NC(=O)C3CCN(C(=O)C4CCCC4)CC3)cc2)c1)C1CCC1	-8	3	4	5	5	7
48	CC1CCC2(CC1)NC(=O)N(CC(=O)Nc1sc3c(c1C(N)=O)CCC3)C2=O (centres undefined)	-8	-6	10	2	18	-10

cpd	TROY NFkB inh	COUP-TFII inh	SRC1 inh	TWEAK-Fn14 inh	NR5A2 inv ag
41	-5	10	-6	15	5
42	-7	2	-14	-8	16
43	-11	3	-7	-9	1
44	1	-2	16	29	12
45	-43	-24	-32	-7	-60
46	32	10	-15	-8	-12
47	5	-1	-21	8	-3
48	-13	2	-37	12	-12

Next section:
cpd	mol	SRC3 inh	LMP1 NFkB inh	KKLEB tox	C8 TRAIL sens	NCOA2 inhibitor	CF NFkB block
49	O=C(c1ccc(-c2ccccc2)cc1)N1CCN(c2ccc3c(c2)C2CC3CCN2C(=O)OCc2ccccc2)CC1 (centres undefined)	8	.	-6	-15	10	14
50	O=C(OCC(=O)N1CCc2ccccc21)c1c2c(nc3ccccc13)CCCCC2	0	-3	-6	20	20	-17
51	CCN(CC)CCNCc1ccc(OCc2ccc(Cl)nc2)c(OC)c1	-32	-14	-1	1	-10	-3
52	COC(=O)CN1C(=S)N(c2ccc(OC)cc2)C(=O)/C1=C/c1ccc(OC)cc1	13	10	-8	-3	-23	8

cpd	TROY NFkB inh	COUP-TFII inh	SRC1 inh	TWEAK-Fn14 inh	NR5A2 inv ag
49	-3	-7	4	10	6
50	-39	11	1	3	-22
51	-10	-15	-15	-13	-11
52	-7	8	-9	9	8
